Source: PubChem (National Center for Advancing Translational Sciences (NCATS))
ALDH1A1 inh: ALDH1A1 (human) enzyme inhibition; Potency, µM (top dose mostly 75.3 µM), without a hit: at the top dose activity, negative = inhibition, usual class: inhibitors; P00352; Purified ALDH1A1, NADH fluorescence, propionaldehyde substrate; actives 7.3% (n = 220,000); active means well fitted inhibition curve with a large enough effect, not every such curve was filed as active; inconclusive means small, poorly fitted or top-dose-only effect, or another doubt; inactive means no such curve, though single readings can be large or run the other way;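 further: plate controls were no enzyme wells and a reference inhibitor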
Target sequence (P00352 whole entry, looked up): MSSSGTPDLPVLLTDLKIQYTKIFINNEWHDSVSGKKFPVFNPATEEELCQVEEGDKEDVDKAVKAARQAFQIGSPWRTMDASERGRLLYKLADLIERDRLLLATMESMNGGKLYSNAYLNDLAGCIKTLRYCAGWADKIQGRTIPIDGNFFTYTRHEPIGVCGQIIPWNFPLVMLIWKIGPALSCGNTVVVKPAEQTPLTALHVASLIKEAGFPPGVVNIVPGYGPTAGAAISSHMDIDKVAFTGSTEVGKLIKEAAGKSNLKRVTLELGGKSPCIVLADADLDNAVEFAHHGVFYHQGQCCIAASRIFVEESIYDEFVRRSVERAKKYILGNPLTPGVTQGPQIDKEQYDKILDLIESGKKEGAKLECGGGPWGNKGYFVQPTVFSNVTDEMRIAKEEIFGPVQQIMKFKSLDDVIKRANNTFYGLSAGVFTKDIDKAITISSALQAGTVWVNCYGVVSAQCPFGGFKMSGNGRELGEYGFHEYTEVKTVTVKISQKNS
SMN2 splice up: enhancers of SMN2 splice variant expression. Potency, µM (titrated, usually from 46.1 µM), for inactives: top-dose activity change, positive = activation, hits mostly activators. HEK293 SMN2-luciferase splicing reporter, luminescence, 30-36 h. actives 2.8% (n = 210,000). AID 1458; further: % of control where 0% means no effect; nearly all actives have a fitted effect of over 55% in size
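HEK293 cells carry an SMN2 […]–luciferase reporter in which exon 7 inclusion puts luciferase in frame. Cells were plated 10-12 h before compound addition, then incubated 30-36 h at 37C. ONE-Glo luminescence was read; sodium butyrate at 4.5 mM final served as control.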
Tau fibril ThT: tau fibrillization inhibition (ThT binding). Potency, µM (doses to about 57.4 µM), for inactives: at the highest dose activity, negative = inhibition, most hits filed as inhibitors. P10636. actives 2.1% (n = 270,000). recombinant tau K18 P301L, heparin-induced fibrillization, ThT fluorescence. AID 1460; further: on the % scale 0 is the no-effect control and ±100 the full control effect; nearly all actives have a fitted effect of over 55% in size
Target sequence (P10636 561-689 P618L limits assumed): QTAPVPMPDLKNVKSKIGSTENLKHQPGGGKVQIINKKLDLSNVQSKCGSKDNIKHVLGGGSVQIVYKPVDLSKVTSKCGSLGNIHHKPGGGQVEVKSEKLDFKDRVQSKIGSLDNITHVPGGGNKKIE
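Aggregation was driven by heparin (20 uM final) acting on recombinant tau […] bearing P301L in 100 mM sodium acetate pH 7; fibrils were detected with Thioflavin T.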
Tau fluor cs: counter-screen for tau fibril formation inhibitors; tau K18 P301L (four-repeat tau fragment) Alexa594 fluorescence, heparin fibrillization; actives 0.93% (n = 280,000); AID 1463; Potency, µM (highest dose often 57.7 µM), inactives show at the top dose activity change, negative = decrease; further: on the % scale 0 is the no-effect control and ±100 the full control effect; nearly all actives have a fitted effect of over 55% in size
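Human K18 P301L tau (15 uM unlabeled plus 0.24 uM Alexa 594-labeled, final) in 100 mM sodium acetate pH 7 was mixed with compound and 20 uM heparin and incubated 6 hr at 37 C.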
HTT aggregate: reduces HttQ103-GFP aggregates in PC12 cells; actives 1.1% (n = 220,000); Potency, µM (doses to about 46.1 µM), for the others: top-dose activity change, negative = inhibition, most hits filed as inhibitors; PC12 HttQ103-GFP aggregates, Acumen cytometry, 40 h; further: on the % scale 0 is the no-effect control and ±100 the full control effect; nearly all actives have a fitted effect of over 60% in size
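PC12 cells with ecdysone-inducible HTT exon1 Q103-GFP, induced by 100 nM tebufenozide, given compounds in a concentration series. GFP aggregates (1–25 um, 6 SD above background) counted in lysates by laser-scanning cytometry, 488 nm excitation.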
KDM4E inh: JMJD2E (human) inhibition | B2RXH2 | JMJD2E catalytic domain, FDH-coupled NADH fluorescence (FDH is formaldehyde dehydrogenase) | Potency, µM (top dose mostly 57.1 µM), without a hit: at the highest dose activity change, negative = inhibition, actives largely listed as inhibitors | actives 1.6% (n = 230,000) | AID 2147; active means well fitted inhibition curve with a large enough effect, not every such curve was filed as active; inconclusive means small, poorly fitted or top-dose-only effect, or another doubt; inactive means no such curve, though single readings can be large or run the other way;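 further: 0% = wells with enzyme and -100% = buffer wells without enzyme; nearly all actives have a fitted effect of over 50% in size; many of its hits are not listed in these tables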
Target sequence (B2RXH2 1-337 limits assumed): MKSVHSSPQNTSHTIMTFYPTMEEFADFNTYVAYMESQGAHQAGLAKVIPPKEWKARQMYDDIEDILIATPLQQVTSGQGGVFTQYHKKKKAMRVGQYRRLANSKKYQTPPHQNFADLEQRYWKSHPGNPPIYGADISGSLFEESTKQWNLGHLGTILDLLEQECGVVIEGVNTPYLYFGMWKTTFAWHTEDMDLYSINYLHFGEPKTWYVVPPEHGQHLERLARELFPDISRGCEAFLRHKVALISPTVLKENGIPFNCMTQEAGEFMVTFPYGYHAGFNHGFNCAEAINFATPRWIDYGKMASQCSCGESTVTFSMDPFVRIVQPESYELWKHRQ
Tau fibril FP: inhibitors of human tau fibril formation. actives 0.39% (n = 280,000). AID 1468. K18 P301L tau heparin fibrillization, Alexa594 FP, 6 h. Potency, µM (top dose mostly 57.7 µM), for the others: at the top dose activity, negative = inhibition, usual class: inhibitors. P10636; further: on the % scale 0 is the no-effect control and ±100 the full control effect; nearly all actives have a fitted effect of over 55% in size
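Steps: dispense K18 P301L tau (15 uM plus 0.24 uM Alexa 594 tracer, final) in pH 7 sodium acetate; add compound; add heparin (20 uM final); incubate 6 hr, 37 C; add ThT (30 uM final); after 1 hr ambient, read FP.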
HTT ATP protect: cytoprotection in Huntington HTT-Q103 PC12 cell model | Potency, µM (titrated, usually from 56.4 µM), without a hit: cytoprotection (ATP increase), most hits filed as activators | actives 0.14% (n = 230,000) | AID 1471 | PC12 HTT-Q103 induced, cytoprotection, ATP luminescence, 40 h;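 further: % of control where 0% means no effect; nearly all actives have a fitted effect of over 45% in size; toxic huntingtin expression switched on by the ecdysone agonist tebufenozide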
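Rat PC12, Q103 Htt exon1-GFP fusion, ecdysone promoter; tebufenozide inducer 100 nM final; compound titration; qHTS, 1500 cells/well; ATPlite luminescent read.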
* marks the source's active call; other numbers are inactive results; ? = inconclusive; · = not tested or not shown; [ ] = dose if it differs, or a comment. Unless noted, the call rests on the fitted dose curve; in most records, active means well fitted curve in the direction sought with a large enough effect; inconclusive means small, poorly fitted or top-dose-only effect, or another doubt; inactive means no such curve, though single readings can be large; an effect the other way counts as inactive or inconclusive. Potency means the concentration at half of the fitted maximal effect. The list is partial; count on the stated rates, not on these rows.

SMILES | ALDH1A1 inh | SMN2 splice up | Tau fibril ThT | Tau fluor cs | HTT aggregate | KDM4E inh | Tau fibril FP | HTT ATP protect
Cc1cc(C(=O)NNC(=O)CCN2CCN(c3ccccc3)CC2)c2ccccc2n1 | -7.2% | 14.0% | -13.6% | -3.8% | -10.7% | -11.4% | 0.7% | -21.8%
O=C(c1cccs1)N1CCCC1 | 1.8% | 8.8% | 3.1% | 1.4% | 5.9% | -1.5% | 4.4% | 1.1%[10 µM]
Cc1nc2ccccc2c2oc(C(=O)N3CCc4ccccc43)cc12 | ? | · | -15.7% | -3.7% | -19.6%[9.22 µM] | 2.2% | -1.9% | -8.5%[10 µM]
O=c1[nH]c2c(s1)C(c1ccco1)C1C3CCC(C3)C1S2 (stereo unspecified) | 12.6µM* | -13.3% | ? | -19.2% | -1.6%[9.22 µM] | -8.9% | -5.6% | 15.0%
COc1ccc(C(=O)NCC(=O)OCC(=O)Nc2sccc2C#N)cc1OC | -3.0% | 15.7% | -12.5% | -10.3% | 17.7% | -6.0% | 5.7% | -26.6%
Cc1nn(CCCC(=O)Nc2cc(Oc3ccc(F)cc3)cc([N+](=O)[O-])c2)c(C)c1[N+](=O)[O-] | -0.9% | -44.1%[inhibitor] | -1.4% | 0.7% | -7.1% | -4.1% | 9.2% | -7.6%[10 µM]
O=C(NCCN1C(=O)S/C(=C\c2ccc(F)cc2)C1=O)C1CCN(S(=O)(=O)c2cccs2)CC1 | 11.9% | 5.9% | 5.3% | -3.9% | 6.6% | -2.1% | -7.9% | 6.4%[10 µM]
CNC(=O)NC(=O)C(C)OC(=O)c1ccc(Cl)c(S(=O)(=O)Nc2ccc(F)cc2)c1 (stereo unspecified) | · | · | -8.0% | -18.5% | -0.9%[9.22 µM] | 1.9% | -7.1% | 4.9%[10 µM]
Cc1nn(C)c(C)c1CS(=O)(=O)c1ccccc1 | ? | 8.8% | 0.4% | 0.0% | -2.5% | -7.0% | -10.4% | -48.3%[inhibitor]
COc1cccc(-c2cncnc2NCc2ccc(OC)cc2OC)c1 | ? | -13.5% | ? | -24.7% | · | 5.0% | -4.9% | 1.0%
O=C(CCN1CCOCC1)Nc1ccc2c(c1)N(C(=O)CN1CCOCC1)c1ccccc1CC2 | -4.3% | 12.3% | -11.0% | -9.5% | -5.4% | ? | -11.8% | -16.2%[0.074 µM]
CC(C)NC(=O)c1ccc(S(=O)(=O)N(C)C)cc1 | -9.9% | 3.5% | 3.0% | 8.6% | 5.9% | 5.9% | 0.0% | -20.0%
Cc1cc(C)c(NC(=O)Cn2c(=O)n(Cc3ccc(C(=O)NCc4ccc5c(c4)OCO5)cc3)c(=O)c3ccccc32)c(C)c1 | · | -5.3% | 4.3% | -9.9% | · | · | ? | ·
CSc1nc(N2CCOCC2)c2c3c(sc2n1)CCCC3 | ? | 21.1% | -16.7% | -12.1% | -17.5% | ? | -0.5% | 11.5%
Cc1nc2c(c(N3CCOCC3)n1)OCC(=O)N2 | -2.4% | · | -0.8% | 4.8% | -7.1% | -1.7% | 1.2% | -6.1%
N#Cc1ccc(CSc2nnc(-c3ccccn3)n2-c2ccccc2)cc1 | 12.8% | -29.6% | -6.4% | 1.5% | 29.0% | -2.1% | 5.4% | 28.6%
Cc1ccc(S(=O)(=O)N(C)C)cc1NC(=S)NNC(=O)C1CC1 | 3.9% | · | 7.3% | 1.7% | -3.0% | 2.1% | -0.2% | 6.7%[0.074 µM]
COc1ccc(CN2C3CCCC2CC(NC(=O)Nc2ccccc2C)C3)cc1 (stereo unspecified) | 7.2% | -10.4% | 2.7% | 2.2% | 20.9% | 3.8% | 2.8% | -12.1%[10 µM]
Cc1cccc(C(=O)NNC(=O)c2ccco2)c1 | 15.3% | 7.3% | -4.5% | -3.2% | -10.9% | 8.1% | 0.6% | 9.0%[10 µM]
CC(C)(C)N(CC#CCC(O)(c1ccccc1)c1ccccc1)CCO | ? | · | -12.5% | -4.8% | 9.1%[9.22 µM] | -2.0% | -7.2% | 5.6%[10 µM]
Cn1cc([N+](=O)[O-])c(C(=O)Nc2ccn(C34CC5CC(CC(C5)C3)C4)n2)n1 | -10.6% | -6.7% | -6.6% | -12.3% | ? | -15.5% | 5.6% | ·
COC(=O)c1c(-c2ccc(C(C)(C)C)cc2)csc1NC(=O)C1C2CCC(O2)C1C(=O)O (stereo unspecified) | 5.01µM* | -10.8% | ? | -4.8% | 6.8% | 15.8µM* | -13.0% | ·
Cc1nnsc1C(=O)NNS(=O)(=O)c1cc(C(F)(F)F)cc(C(F)(F)F)c1 | 2.9% | · | -9.0% | -13.6% | -2.7%[9.22 µM] | 7.8% | -3.6% | -4.9%[10 µM]
COCCCNC(=S)Nc1ccccc1C | -2.8% | 6.6% | -11.2% | -9.0% | 14.5% | 6.5% | 4.5% | ·
O=C(Nc1ccc(F)cc1)N1CCN(c2ccccc2F)CC1 | · | 16.8% | -0.7% | -8.5% | · | · | -0.8% | ·
O=C1C2C3C=CC(C3=C3CCCCC3)C2C(=O)N1c1ccccc1 (stereo unspecified) | 10µM* | -14.5% | -6.9% | 2.9% | -4.5% | 6.4% | 11.4% | -1.1%
Nc1nc(-c2ccco2)nn1C(=O)CCc1ccccc1 | -2.6% | 17.2% | -7.5% | -6.4% | -19.5% | 1.6% | -0.4% | -4.6%
Cc1ccnc(NC(=O)c2ccc(COc3ccc(Cl)cc3)o2)c1 | -4.3% | -5.7% | -22.6% | -26.4% | 0.0%[9.22 µM] | ? | -10.3% | 22.4%
CC1CCCC(C)N1C(=O)COc1ccc(C(=O)N/N=C/c2ccc(C(=O)O)cc2)cc1 (stereo unspecified) | -2.5% | 10.1% | 2.0% | -0.7% | -5.2% | -0.2% | -5.7% | -22.7%
O=C(O)CC(C(=O)Nc1ccc(Cl)c(Cl)c1)C1CCCO1 (stereo unspecified) | 7.9% | 4.4% | -5.0% | -5.5% | 17.6% | -0.8% | 0.5% | 7.9%
CCOC(=O)c1cc2ccccc2nc1C | 5.4% | -10.2% | -11.9% | -3.2% | 9.4%[9.22 µM] | 5.4% | 2.6% | -3.2%[10 µM]
Cc1ccc(NC(=O)C2SC(=Nc3ccccc3)C(C(=O)Nc3ccc(Cl)cc3)=C2N)cc1 (stereo unspecified) | 0.3% | -5.4% | ? | ? | -3.4% | -12.9% | ? | -111.4%[inhibitor]
O=c1[nH]c2ccccc2[nH]c1=O | · | · | -3.1% | -9.6% | -7.2%[9.22 µM] | ? | -7.2% | -10.2%[10 µM]
CCOc1ncccc1C(=O)OCC(=O)Nc1ccc(C)c(S(=O)(=O)N(C)C)c1 | -3.4% | 5.7% | 4.3% | -4.8% | 7.1% | -5.3% | -7.2% | -41.1%[inhibitor]
Cc1cc(C)nc(NS(=O)(=O)c2ccc(NS(=O)(=O)c3ccsc3)cc2)n1 | · | · | · | 5.4% | -15.3%[9.22 µM] | -3.6% | 2.6% | 13.9%[10 µM]
CCSC1=C(C#N)C(c2ccccc2Cl)C(C(=O)c2cccs2)C(O)(C(F)(F)F)N1 (stereo unspecified) | 11.2µM* | -89.6%[inhibitor] | -9.9% | -0.8% | -21.2% | 6.5% | 4.1% | 6.8%[10 µM]
Cc1ccc2nc(NC(=O)[C@H](C)N3C(=O)C4CC=CCC4C3=O)sc2c1 (stereo partly specified) | ? | 20.9% | -13.4% | -19.0% | 14.8% | 5.0% | 2.2% | 16.8%[10 µM]
N#C/C(=C/c1cccc([N+](=O)[O-])c1)C(=O)Nc1ccccc1O | · | · | · | ? | 2.6%[9.22 µM] | ? | 9.4% | -0.9%[10 µM]
Cc1cc(NC(=O)Cn2cc([N+](=O)[O-])cn2)n(Cc2ccc(F)cc2)n1 | 2.8% | -4.6% | -4.7% | -8.8% | -10.8% | -1.9% | -1.6% | -14.6%
CCn1c(NC(=O)c2ccc(C)cc2)c2ccccc2nc1=O | 3.1% | 2.1% | -4.9% | -3.2% | 3.0% | 5.2% | 2.5% | 5.7%[10 µM]
O=C(Oc1cc(=O)oc2ccccc12)c1ccccc1 | -8.9% | · | -4.1% | -1.4% | -10.1%[9.22 µM] | -2.0% | 1.8% | 9.4%[10 µM]
O=C(CCc1nc(-c2cccs2)no1)NCc1ccc(F)cc1Cl | -7.7% | -8.7% | -10.3% | -15.9% | -11.5% | 2.4% | 9.0% | -51.5%[inhibitor]
Cc1ccc(OCCn2cc(C(=O)O)c3ccccc32)cc1 | 13.0% | -3.2% | -3.3% | -4.8% | -14.7% | 12.8% | ? | -9.8%
O=C(Cc1cccs1)N=Nc1c(O)[nH]c2ccc(Br)cc12 | · | · | ? | -29.9% | -3.1%[9.22 µM] | -3.4% | -4.9% | 29.2%[10 µM]
Cc1nc2cc(Cl)c(Cl)cc2n1CCCO | · | · | -5.4% | -6.4% | -12.0%[9.22 µM] | 6.6% | -1.0% | 1.2%[10 µM]
CCCNC(=S)Nc1cccc(C(F)(F)F)c1 | 7.6% | 6.5% | -7.6% | -10.0% | -1.0% | -1.7% | 4.6% | ·
CCOC(=O)/C(C#N)=C/NC(=O)NC(C)(C)C | 0.3% | -13.6% | -1.6% | -4.0% | 0.1% | 1.1% | -1.3% | 8.8%
O=C(NC(=S)N1CCN(C/C=C/c2ccccc2)CC1)c1ccc(Cl)nc1 | 17.8µM* | · | -9.5% | -6.7% | 16.6%[9.22 µM] | -0.1% | -4.9% | 9.9%[10 µM]
COc1ccc(C(CNC(=O)c2ccc(N3CCCC3=O)cc2)N(C)C)cc1 (stereo unspecified) | -8.7% | -10.3% | -20.4% | -4.0% | -1.9% | 0.1% | -0.2% | -1.1%
O=C(CSc1nnc(-c2ccc(Cl)cc2)n1Cc1ccco1)c1cccs1 | ? | -9.9% | ? | -19.0% | 18.1% | 7.1% | 12.7% | -8.1%[10 µM]
O=C(Nc1ccccc1C(=O)NCc1ccccc1)c1ccccc1 | -12.8% | -1.3% | -11.2% | ? | 3.2% | 5.9% | -14.3% | -9.1%
